Compound activity as filed in PubChem.
Lamin A splicing: qHTS Assay for Modulators of Lamin A Splicing. HeLa LMNA splicing GFP/RFP minigene ratio, 48 h. Potency, µM (series often up to 46.1 µM), for inactives: top-dose ratio change, negative = inhibition, actives largely listed as inhibitors. 0.01% of 200,000 active; active means well fitted inhibition curve with a large enough effect in the signal ratio, with a control signal flat, not every such curve was filed as active; inconclusive means small, poorly fitted or top-dose-only effect, or effect the other way, or a change in a side signal; the % refers to the signal ratio; further: potency means the concentration at half of the fitted maximal effect; on the % scale 0 is the no-effect control and ±100 the full control effect
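Read-out is the ratio of GFP to DsRed2 object intensity, acquired by 488 nm laser-scanning cytometry on HeLa lamin A-EGFP minigene reporter cells. Compound incubation 48 hrs at 37 °C in Opti-MEM with 2% FBS; DMSO 0.5% final.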
HTT ATP protect: qHTS Multiplex Assay to Identify Dual Action Probes in a Cell Model of Huntington: Cytoprotection (ATP) | 0.14% of 230,000 active | AID 1471, 2008 | PC12 HTT-Q103 induced, cytoprotection, ATP luminescence, 40 h | Potency, µM (doses to about 56.4 µM), for inactives: cytoprotection (ATP increase), actives largely listed as activators;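 further: potency means the concentration at half of the fitted maximal effect; % of control where 0% means no effect; nearly all actives have a fitted effect of over 45% in size; toxic huntingtin expression switched on by the ecdysone agonist tebufenozide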
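Compounds were screened for protection of PC12 cells against cell death after tebufenozide induction (100 nM final) of mutant Huntingtin exon 1 (Q103) fused to GFP.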
SMN2 splice up: qHTS Assay for Enhancers of SMN2 Splice Variant Expression | HEK293 SMN2-luciferase splicing reporter, luminescence, 30-36 h | Potency, µM (series often up to 46.1 µM), inactives show at the top dose activity change, positive = activation, most hits filed as activators | 2.8% of 210,000 active; further: potency means the concentration at half of the fitted maximal effect; % of control where 0% means no effect; nearly all actives have a fitted effect of over 55% in size
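HEK293 cells carry an SMN2 minigene-luciferase reporter in which exon 7 inclusion puts luciferase in frame. Cells were seeded at 2000 cells/well, attached for 10-12 hours, then exposed to compounds for 30-36 hours at 37C before ONE-Glo luminescence.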
CBFb-RUNX1 inh: qHTS Assay for Compounds Blocking the Interaction Between CBF-beta and RUNX1 for the Treatment of Acute Myeloid Leukemia; AlphaScreen CBFb-His/RUNX1-biotin binding, biochemical; Potency, µM (highest dose often 59.8 µM), inactives show at the top dose activity, negative = inhibition, actives largely listed as inhibitors; 230,000 tested, under 10 active; further: % of control where 0% means no effect
Target sequence (Q01196 whole entry, looked up): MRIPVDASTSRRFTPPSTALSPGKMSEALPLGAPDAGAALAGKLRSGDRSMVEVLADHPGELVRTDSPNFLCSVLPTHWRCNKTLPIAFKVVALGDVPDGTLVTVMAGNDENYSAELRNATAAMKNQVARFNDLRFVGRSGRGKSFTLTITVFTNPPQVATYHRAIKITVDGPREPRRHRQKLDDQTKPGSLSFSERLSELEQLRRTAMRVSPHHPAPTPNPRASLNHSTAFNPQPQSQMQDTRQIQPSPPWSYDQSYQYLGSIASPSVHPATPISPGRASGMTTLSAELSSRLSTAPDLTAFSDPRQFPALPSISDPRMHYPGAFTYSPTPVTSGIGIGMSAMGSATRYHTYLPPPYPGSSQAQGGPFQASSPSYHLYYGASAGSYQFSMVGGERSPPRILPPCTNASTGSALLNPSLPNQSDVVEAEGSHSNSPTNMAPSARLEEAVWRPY
Target sequence (Q13951 whole entry, looked up): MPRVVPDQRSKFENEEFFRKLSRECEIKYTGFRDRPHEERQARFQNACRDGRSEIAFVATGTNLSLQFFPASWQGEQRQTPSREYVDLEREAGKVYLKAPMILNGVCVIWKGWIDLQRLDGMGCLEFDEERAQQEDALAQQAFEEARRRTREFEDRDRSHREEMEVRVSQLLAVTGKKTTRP
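Inhibition was taken as any reduction in AlphaScreen signal from the CBF-beta–RUNX1 pair (His and biotin tags, 30 nM each), measured after compound (15 min) and bead (90 min) incubations at room temperature.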
Luc counter: Counterscreen for Luciferase (Kinase-Glo TM) Inhibition | Luciferin 4-monooxygenase (Photuris pensylvanica), Q27757 | Kinase-Glo luciferase, ATP luminescence, 8 min | Potency, µM (highest dose often 38.3 µM), inactives show at the top dose activity change, negative = inhibition, most hits filed as inhibitors | 0.28% of 200,000 active | AID 1379, 2008; further: potency means the concentration at half of the fitted maximal effect; on the % scale 0 is the no-effect control and ±100 the full control effect; nearly all actives have a fitted effect of over 60% in size
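Compound is pinned into ATP-containing buffer (10 uM ATP, imidazole pH 7.2, 7 mM MgCl2). Kinase-Glo luciferase reagent is then added. Light output is recorded following an 8-min room-temperature incubation.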
HttQ103 aggreg: qHTS Multiplex Assay to Identify Dual Action Probes in a Cell Model of Huntington: Aggregate Formation (GFP); PC12 HttQ103-GFP aggregates, Acumen cytometry, 40 h; Potency, µM (highest dose often 46.1 µM), inactives show at the top dose activity change, negative = inhibition, hits mostly inhibitors; 1.1% of 220,000 active; further: potency means the concentration at half of the fitted maximal effect; on the % scale 0 is the no-effect control and ±100 the full control effect; nearly all actives have a fitted effect of over 60% in size
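Quantitative HTS on tebufenozide-induced (100 nM) PC12 cells stably expressing polyQ103 Huntingtin exon 1–GFP. Reduction of bright GFP aggregates, detected by laser scanning cytometry after lysis, identified actives across the titration.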
IMPase Li cell: qHTS Assay for Identifying the Cell-Membrane Permeable IMPase Inhibitors: Potentiation with Lithium | Potency, µM (doses to about 59.4 µM), for inactives: at the highest dose activity, negative = IMPase inhibition, actives largely listed as inhibitors | 0.35% of 210,000 active | CHO-M1 cells, IP1 TR-FRET (IP-One), carbachol + lithium;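 further: IP1 builds up when IMPase is blocked and the TR-FRET signal falls; potency means the concentration at half of the fitted maximal effect; plate controls were basal vehicle for no effect and high inhibitor control for full effect; nearly all actives have a fitted effect of over 50% in size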
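Steps: plate 2000 CHO-M1 cells per well and culture 16–30 h; add compound and lithium; incubate 30 min, 37C; add d2-IP1 tracer and Eu cryptate anti-IP1 antibody in lysis buffer; read after 10 min at room temperature.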
Numbers without * were called inactive; ? = inconclusive; . = no result given; & = joins results of further samples; [ ] = another dose, or the depositor's remark. Unless noted, the call rests on the fitted dose curve; in most records, active means well fitted curve in the direction sought with a large enough effect; inconclusive means small, poorly fitted or top-dose-only effect, or another doubt; inactive means no such curve, though single readings can be large; an effect the other way counts as inactive or inconclusive.

Screens in order – Lamin A splicing | HTT ATP protect | SMN2 splice up | CBFb-RUNX1 inh | Luc counter | HttQ103 aggreg | IMPase Li cell
CCCSc1ccc2nc(-c3ccccc3)cn2c1
  ? | -69.4%[inhibitor][10 µM] | . | 2.2% | 10µM* | -1.5% | 12.9%
CN1c2ccccc2C(=O)/C(=C\Nc2ncccn2)S1(=O)=O
  . | 11.9%[10 µM] | . | 0.6% | . | 10.9%[9.22 µM] | .
COc1ccccc1NS(=O)(=O)c1cc(NC(=O)C2CCC2)ccc1N1CCCCC1
  . | 15.0%[10 µM] | . | -0.2% | . | 16.8%[9.22 µM] | .
CCOc1ccc(N2C(=O)c3cccnc3C2Nc2ccc(C)cc2)cc1 (centres undefined)
  7.0% | -21.3% | -7.7% | -6.2% | 1.0% | 27.6% | -5.4%[38.3 µM]
Nc1ccc(C(=O)OCC(=O)NC2CCCc3ccccc32)cc1[N+](=O)[O-] (centres undefined)
  -5.5% | 3.9% | -2.6% | -4.0% | -2.3% | 12.8% | -11.3%[38.3 µM]
CC(=O)O[C@H]1CSC[C@H]1NC(=O)c1ccccc1
  ? | 3.8% | -11.4% | 6.4% | -1.7% | 10.1% | 24.8%[38.3 µM]
CCCc1ccc(C(=O)NNc2cccc(C)c2)cc1
  . | 18.5%[10 µM] | . | 0.9% | . | 10.1%[9.22 µM] | .
CCCCCC#CCC#CCC#CCC#CCCCC(=O)O
  0.6% | 12.9%&-3.9%&16.0% | ? | -5.6%&-16.9%&-9.0% | 8.8%&1.7% | 26.6% | 2.6%&0.7%&5.0%&1.3%
C#CCOC(=O)c1ccccc1C(=O)N(CC)CC
  -0.8% | -21.3% | 11.3% | 5.3% | -0.8% | -3.2% | 5.5%[38.3 µM]
Cc1ccc(C)c(Nc2ncnc3nc[nH]c23)c1
  -10.4% | -18.2% | -21.2% | -0.2% | -1.9% | -7.5% | 2.0%[38.3 µM]
Cc1ccc(Nc2nc3nonc3[nH]c2=O)cc1C
  ? | -70.4%[inhibitor][10 µM] | 12.6% | -11.4% | -2.1% | ? | 37.4%[activator][38.3 µM]
O=C(CN1C(=O)CCC1=O)Nc1nc(-c2ccc(Oc3ccccc3)cc2)cs1
  -15.7% | -8.3%[10 µM] | -26.9% | -13.9% | 6.4% | -3.0% | -0.6%
COc1ccc(C(=O)NC(=S)NCc2ccccc2)cc1
  16.0% | -22.9% | -7.4% | -5.5% | -2.1% | -18.3% | 5.4%[38.3 µM]
Cc1ccccc1[C@@H]1C(C#N)=C(N)S[C@H]1C(=O)c1ccccc1
  ? | 4.9%[10 µM] | -23.1% | -7.3% | -3.8% | ? | 23.5%[38.3 µM]
COC(=O)COc1ccccc1C(N)=O
  9.0% | -10.4% | 1.4% | 4.2% | 7.6% | 5.1%[9.22 µM] | 9.8%[38.3 µM]
CCOC(=O)C1CCN(C(=O)COC(=O)CCOc2ccc(C)cc2)CC1
  7.7% | 10.6% | 12.2% | 17.6% | -0.4% | -6.0% | 19.1%[38.3 µM]
Cc1nn(CCCC(=O)Nc2ccccn2)c(C)c1[N+](=O)[O-]
  . | . | 17.0% | -1.1% | 0.6% | 27.7% | -1.9%
CC(C)(C)NC(=O)Cn1c(=O)c(=O)n(Cc2ccccc2)c2ccc(Cl)cc21
  3.1% | 13.0%[10 µM] | 24.2% | 5.3% | -2.2% | -10.9% | -28.9%
O=C(NCc1cccnc1)C1CCC(CNS(=O)(=O)c2cccc3nsnc23)CC1 (centres undefined)
  . | 19.6%[10 µM] | . | 0.4% | . | -22.3%[9.22 µM] | .
C#CCCCCCCCCCCCC(O)CC(O)COC(C)=O (centres undefined)
  . | -0.3% | -29.6% | ? | -8.5% | . | 26.4%
CC1(C)Cc2c(c(=S)nc(-c3ccccc3)n2CCCN2CCOCC2)CO1
  -11.0% | -12.1%[0.074 µM] | -2.5% | -0.2% | -0.9% | -14.0% | -2.0%
CCCC(=O)Nc1sc2c(c1C#N)CCCCC2
  0.2% | 1.8%[10 µM] | 11.2µM* | 0.1% | 2.2% | -18.9% | 20.3%
CCOc1cc(CNCc2ccc(C(=O)O)cc2)ccc1OC
  . | -17.7% | 5.9% | -7.7% | -1.4% | 9.8% | -1.9%
CC(C)(C)c1cc(-c2ccccc2)n[nH]1
  . | 3.2%[10 µM] | . | 4.3% | . | -21.0%[9.22 µM] | .
C[C@@H]1CN(c2nc3nonc3nc2N2CCSCC2)C[C@H](C)O1
  . | -1.8% | . | 7.0% | 0.8% | -12.4% | 7.7%
Fc1ccc(CN2CCCN(Cc3nc(-c4ccc5c(c4)OCO5)no3)CC2)cc1
  -0.6%[46 µM] | 43.2%[10 µM] | . | 3.8% | -9.1% | 15.4%[9.22 µM] | 17.8%
CCOC(=O)C1=C(C)OC(N)=C(C#N)C1c1cc2ccccc2nc1N1CCCCC1 (centres undefined)
  -5.6% | 4.7% | 0.4% | 9.1% | 2.5% | 27.8% | 1.2%[38.3 µM]
c1ccc2c(c1)nc(N1CCOCC1)c1nncn12
  5.2% | -10.7% | -17.0% | 5.3% | 2.5% | -4.7%[9.22 µM] | 15.4%[38.3 µM]
COC(=O)c1cn(C(=O)c2ccc(C)c(C)c2)c2ccccc12
  -16.3% | 30.9%[10 µM] | 1.7% | 9.7% | 3.2% | -5.7% | 11.5%
O=C(NC1CCCCC1)NC1CCN(S(=O)(=O)Cc2ccccc2)CC1
  -7.7% | -16.0%[10 µM] | 0.9% | 0.8% | 4.7% | -8.9% | 8.6%[38.3 µM]
Nc1nc(Br)c2c(F)cccc2c1-c1ccc(Cl)cc1
  -1.9% | -55.0%[inhibitor] | -0.5% | 12.1% | -4.8% | 25.2% | 3.6%[38.3 µM]
N/C(=N\OC(=O)C(c1ccccc1)c1ccccc1)c1ccccn1
  9.9% | -5.5%[10 µM] | -4.3% | 1.0% | 5.4% | -3.6% | 6.9%
S=c1[nH]nc(-c2ccccn2)n1/N=C/c1ccc(-c2ccccc2Cl)o1
  ? | -8.3% | ? | . | -0.9% | -14.0% | -7.0%
COC(=O)c1ccc2ccn(CC(=O)NC3CCCCC3)c2c1
  ? | 14.1% | -13.3% | 0.6% | -0.4% | 13.3% | ?
Cc1cc(C)c(C#N)c(SCC(=O)N(C)C2CCCCC2)n1
  ? | -4.9% | -29.4% | 0.7% | -1.1% | -4.2% | 4.0%[38.3 µM]
Cc1cccc(N=C2NC(=O)/C(=C/c3cn(C)c4ccccc34)S2)c1
  ? | -8.6%[10 µM] | 1.4% | -13.9% | 6.2% | -3.8% | 2.6%
CN(c1cccc(NC(=O)CN2C(=O)c3ccccc3S2(=O)=O)c1)S(C)(=O)=O
  -4.6% | 7.2% | 23.1% | 6.5% | 1.3% | -2.6% | 19.6%[38.3 µM]
Cc1ccc(S(=O)(=O)/C=C\C#N)cc1
  . | -77.0%[inhibitor] | . | 10.2%[21.7 µM] | -1.3% | . | 36.9%[activator]
O=C(O)CNC(=S)N(Cc1ccccc1)Cc1ccccc1F
  -9.5%[46 µM] | -26.8% | -40.2%[inhibitor] | 11.3% | 11.1% | -11.8% | -2.1%
NNC(=O)C(=O)/C=C1\NC2(CCCC2)Cc2ccccc21
  . | 19.3%[10 µM] | . | -13.2% | . | -12.0%[9.22 µM] | .
Fc1cc2nccnc2cc1N1CCSCC1
  16.0% | -0.5% | 7.4% | 11.9% | -1.2% | -27.4% | -7.2%[38.3 µM]
Nc1cnc(CNc2ccccc2Cl)cn1
  . | 11.6%[10 µM] | . | 10.4% | . | -3.6%[9.22 µM] | .
CC(C)Cn1c(N)c(C(=O)COC(=O)c2cc(C(F)(F)F)nc3ccccc23)c(=O)n(C)c1=O
  ? | -11.4% | -9.9%&-43.1% | -2.7% | -2.6%&0.5% | -0.6% | 13.3%&18.0%
O=C(COC(=O)c1ccccc1-c1nc2ccccc2s1)NC1CCS(=O)(=O)C1 (centres undefined)
  -2.9% | 5.5%[10 µM] | -3.3%[1.84 µM] | -1.9% | -4.4% | -24.8% | 1.0%
CN1/C(=C\C(=O)COC(=O)C2COc3ccccc3O2)C(C)(C)c2ccccc21 (centres undefined)
  ? | -12.2% | -5.1% | 6.2% | -2.1% | ? | -4.1%[38.3 µM]
CCOc1cc(C)c(Cl)cc1S(=O)(=O)n1ccnc1
  -22.3%[46 µM] | -13.5% | -3.2% | -4.9% | -2.7% | -0.6% | 2.8%
Cc1ccc(C(=O)N2CCN(C(=O)N3CCOCC3)CC2)cc1
  14.2% | -11.3% | 8.3% | 4.3% | -0.5% | 8.8% | -4.6%[38.3 µM]
O=C(CC1CCCCC1)OCn1nnc2ccccc2c1=O
  1.7% | 5.0%[10 µM] | 5.5% | 5.0% | 0.2% | -13.6% | 7.3%[38.3 µM]
COc1ccc(N2C(=O)C3ON(C4SC(=S)N(C)C4(C)C)C(c4ccc([N+](=O)[O-])cc4)C3C2=O)cc1 (centres undefined)
  -8.6% | 6.2%[10 µM] | -10.7% | 9.9% | 3.4% | -4.0% | -3.0%
Cc1nn(-c2ccccc2)c(C)c1/C=N/NC(=O)CSc1nnc(SCc2ccccc2Cl)s1
  -1.3% | 1.3%[10 µM] | ? | -6.3% | -21.0% | -17.8% | 1.1%
O=C(C1CCCCC1)N1CCN=C1SCc1cccnc1
  -15.6% | 8.8% | -8.0% | -0.8% | -2.6% | 7.8% | -35.4%[38.3 µM]
O=Cc1ccc(-n2cccn2)cc1
  . | -38.3% | 13.0% | 17.0% | -4.2% | 8.7% | -18.8%
Cc1cc(C(=O)N/N=C/c2ccc([N+](=O)[O-])o2)c(C)o1
  . | 3.0%[10 µM] | . | -3.2% | . | -3.8%[9.22 µM] | .
CC(C)(C)c1csc(NC(=O)Cn2c(=O)oc3ccccc32)n1
  -14.4% | -7.4%[10 µM] | -25.2% | 2.4% | -1.0% | 1.5% | 3.0%
C/C(CC(=O)Nc1cc(Cl)ccc1C)=N\NC(N)=O
  . | -4.0%[10 µM] | . | 1.3% | . | -1.9%[9.22 µM] | .
